Compound activity (PubChem)
TRPM1 prom inh: reduces MITF-dependent TRPM1 promoter luciferase signal; SK-MEL-5 TRPM1 promoter luciferase, 24 h; inhibition, % at 12.5 µM; 0.83% of 330,000 active; AID 488899;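 active means mean inhibition across replicates of 60% or more, whatever share of single replicates reaches that level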; further: values of inactives mirror those of a sister screen read the other way
CF NFkB inh: cystic fibrosis NF-kB activation inhibition | KKLEB NF-kB-GFP reporter, PAF-induced, GFP fluorescence overnight | inhibition, % at 5 µM | 0.86% of 360,000 active | AID 588850;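 active means at least 50% inhibition at 5 µM, scaled per plate between neutral and stimulator controls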;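 further: PAF is a Pseudomonas aeruginosa culture filtrate used as stimulus; plate controls were PAF-stimulated DMSO wells for no effect and unstimulated DMSO wells for full effect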
NR2E3 ag-1: activates human photoreceptor nuclear receptor NR2E3 | Q9Y5X4 | GST-NR2E3/biotin-RetCOR TR-FRET, 1536-well | inhibition of corepressor binding, % at 4.78 µM | 0.12% of 320,000 active | AID 2300;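 active means percent inhibition above the cutoff of mean plus 3 SD of all tested compounds, set per screening campaign, cut at about 20% in these data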;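 further: 0% = DMSO wells and 100% = biotin wells as full block of FRET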
Target sequence (Q9Y5X4 whole entry, looked up): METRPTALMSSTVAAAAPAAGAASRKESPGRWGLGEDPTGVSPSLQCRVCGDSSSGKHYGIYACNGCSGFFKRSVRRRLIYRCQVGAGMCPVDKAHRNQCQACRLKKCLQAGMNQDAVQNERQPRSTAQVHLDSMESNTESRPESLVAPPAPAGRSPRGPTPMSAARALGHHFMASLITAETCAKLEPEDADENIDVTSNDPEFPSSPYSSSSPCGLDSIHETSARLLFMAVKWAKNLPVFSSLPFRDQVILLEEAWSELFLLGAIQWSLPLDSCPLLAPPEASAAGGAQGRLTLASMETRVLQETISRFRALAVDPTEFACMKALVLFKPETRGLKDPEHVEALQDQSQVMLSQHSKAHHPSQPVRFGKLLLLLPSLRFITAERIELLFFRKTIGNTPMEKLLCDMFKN
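Format: 1536-well format; test system: GST-NR2E3 and biotin-RetCOR proteins; read-out basis: percent inhibition of TR-FRET ratio; timing: 5 h incubation at 4 °C; detection: time-resolved FRET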
Shn3 3UTR inh: Schnurri-3 reporter inhibition in Clone20 osteoblasts. inhibition, % at 12.5 µM. 0.52% of 360,000 active. Clone20 osteoblast Shn3 3'UTR firefly luciferase, 24 h;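 active means mean inhibition of at least 75% with every replicate also reaching 75%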;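 further: 0% = median of neutral control wells and 100% = pilot-screen positive control compound; some compounds past the cut are filed as inactive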
TRAIL sens C8: caspase-8 TRAIL sensitization. NB7+C8 cells + TRAIL, ATPlite viability luminescence. 1% of 360,000 active. AID 624354. inhibition (viability loss, TRAIL sensitization), % at 10 µM;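 active means compounds causing at least 50% loss of cell viability in the single-dose screen, relative to plate controls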
HIF-2a inh: HIF-2a inhibition; 786-0 RCC cells HIF-2a reporter, luciferase luminescence, overnight; inhibition, % at 18.8 µM; 0.72% of 360,000 active; AID 624352;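 active means inhibition of the luminescence signal of 40% or more relative to plate controls, in a single-dose primary screen at 18.75 µM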
LMP1 NFkB inh: reduces LMP1-driven NF-kappaB luciferase signal; AID 504558; 0.69% of 350,000 active; inhibition, % at 12.5 µM; LMP1-induced NF-kappaB luciferase reporter cells, luminescence; in the data active means inhibition above about 41%;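 further: 0% = neutral control wells and 100% = reference inhibitor control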
KKLEB tox: CF airway cell cytotoxicity counter-screen; 0.36% of 360,000 active; AID 602141; KKLEB CF airway cells viability, ATPlite luminescence, overnight; stronger effect = lower value; cells stimulated with P. aeruginosa culture filtrate; activity change (cytotoxicity), % at 5 µM;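 active means corrected activity change at or below -50% at 5 µM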
Peg3 promoter: reduces Peg3 promoter-driven luciferase expression in HeLa | 1.7% of 360,000 active | AID 588405 | inhibition, % at 20 µM | HeLa PEG-Prom luciferase reporter, luminescence, overnight;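 active means inhibition of at least 50% at 20 µM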
hiPSC survival: enhancers of human iPSC single-cell survival | hiPSC single-cell survival, ATPlite luminescence; 100% = ROCK inhibitor wells, 0% = DMSO | survival enhancement, % at 20 µM | 0.044% of 360,000 active | AID 602274; in the data active means survival enhancement above about 18%;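 further: cells exposed to compounds for 16 hours before the ATP read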
NR2E3 ag-2: human photoreceptor-specific nuclear receptor agonism; CHO-S Gal4-NCOR/VP16-NR2E3 two-hybrid, luciferase; inhibition of corepressor binding, % at 3.98 µM; 0.35% of 360,000 active; AID 602229;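 active means inhibition above the mean of all tested compounds plus 3 SD, cut at about 70% in these data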;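 further: 0% = DMSO with NR2E3 transfected cells and 100% = cells lacking NR2E3 construct; higher means lower luciferase signal from less NR2E3 corepressor binding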
Active calls of the source: *; / = no result given; & = joins results of further samples.

The line under a structure holds: NR2E3 ag-1, TRAIL sens C8, NR2E3 ag-2, Peg3 promoter, KKLEB tox, Shn3 3UTR inh, HIF-2a inh, LMP1 NFkB inh, hiPSC survival, CF NFkB inh, TRPM1 prom inh
COc1ccccc1CC(=O)NNS(=O)(=O)c1ccccc1[N+](=O)[O-]
→ 5, -2, -12, 4, 14, 7, 13, 2, -1.0, -21, 2
Cn1c(SCC(=O)c2c(N)n(C)c(=O)n(C)c2=O)nnc1-c1ccccc1
→ 0, 8, -9, 4, -1, -7, 4, -6, 3.2, -4, 3
CN(C)Cc1cc(C(C)(C)c2ccccc2)ccc1O
→ /, 4, -3, -29, -8, -17, -10, -1, -1.1, 14, -2
Cc1oc(-c2ccccc2F)nc1CSCC(=O)NC1CC1
→ -1, 4, 0, -11, 6, -8, 7, 0, 0.0, 8, 4
CCc1nc(-c2ccccc2)cc(=O)[nH]1
→ 1, -5, -3, 6, 0, 3, -17, -12, 0.2, 0, -4
COc1ccc(CCn2c(C)cc3c(c2=O)C(c2ccncc2)C(C#N)=C(N)O3)cc1OC (stereo not given)
→ /, -5, -12, 5, -7, 12&13, 24, 7, 14, -6, 2
CC(C)n1c(O)c(N=Nc2ccc(Cl)nn2)c2ccccc21
→ 0, -5, 10, 7, 7, 0, -11, 10, 3.9, -42, -8
Cc1ccc(S(=O)(=O)N2CCCCC2CCNC(=O)C(=O)NCc2ccccc2)cc1 (stereo not given)
→ -3, 25, -47, 20, -12, 26, 22, -4, -0.3, 17, 25
CC(=O)c1sc(NC(=O)c2ccc(C)cc2)nc1C
→ 3, 68*, -123, -256, 11, -32, -206, -9, -3.2, -33, -51
Clc1ccc(Cn2nnc3ccccc32)cc1
→ 2, -7, -12, -6, 10, -27, -5, 3, 1.0, -3, 9
COc1ccc(C(=O)c2cnc3ccccc3c2-c2ccccc2)cc1
→ 1, 30, -27, 29, -21, 22, 18, 9, 4.6, 46, 2
CC(C)CCNC(=O)C(C)N(Cc1ccc(F)cc1)C(=O)c1ccc(CN2CCOCC2)o1 (stereo not given)
→ 1, 11, -3, 8, 4, 14, 14, 6, -0.4, -4, 8
C=CCNC(=S)/N=c1/ccccn1CC
→ 2, -7, 8, 3, -2, 14, 10, -7, 0.2, -26, 8
CN(CC(=O)Nc1ccc(Cl)c(C(F)(F)F)c1)C(=O)Cc1c[nH]c2ccccc12
→ -4, 4, 2, 35, -17, -10, 29, -9, -0.6, 1, 9
CCOc1ccc(Br)cc1S(=O)(=O)Nc1ccc(NC(=O)c2ccccc2F)cc1
→ 0, 1, -26, 19, 12, 19, -3, -3, -0.7, -12, 9
CCCOc1ccc(-c2c(C(=O)N/N=C/c3cccnc3)nnn2-c2nonc2N)cc1
→ -1, -3, -9, 4, 14, -16, 13, -2, -0.1, -6, -1
Cc1ccccc1-n1c(SC2CCOC2=O)nnc1-c1ccncc1 (stereo not given)
→ 2, -5, 20, -5, -3, 7, 20, 1, 0.8, 23, 0
Cc1cc(C)c(S(=O)(=O)Nc2ccc(C(=O)O)cc2)cc1S(=O)(=O)Nc1ccc(C(=O)O)cc1
→ -4, 12, 5, -5, 7, -19, 5, -3, -0.7, -6, -1
COc1ccccc1-c1cc(C(=O)N2CCN(c3ccc(F)cc3)CC2)no1
→ 2, -5, -2, -4, 5, -2, -38, -18, -1.9, -21, 1
COc1ccc([C@H]2C[C@@H](O)[C@H](n3cc(-c4ccc(F)cc4)nn3)CN2C(=O)C2CCCCC2)cc1
→ /, 4, -8, 6, 9, -6, 3, 4, 2.6, -10, /
COc1ccc(C(C(=O)NC2CCCCC2)N(C(=O)c2snc(C(N)=O)c2N)c2ccccc2OC)cc1 (stereo not given)
→ 1, 1, -21, 15, -3, 9, 31, -4, -0.4, 0, -2
O=C(c1ccco1)N1CCN(S(=O)(=O)c2ccc3[nH]c(=O)oc3c2)CC1
→ 3, -12, 9, 0, -7, -14, 15, 0, -3.6, 7, 7
c1ccc(SCc2cn(C[C@H]3CC[C@@H]([C@@H]4CC[C@H](Cn5cc(CSc6ccccc6)nn5)O4)O3)nn2)cc1
→ 5, 0, -8, 23, 10, 1, 10, 2, -0.6, 5, 1
Cn1c(SCC(=O)Nc2ccccc2)nnc1-c1ccc2nonc2c1
→ 7, 25, -18, 14, -2, -13, 9, -5, 0.1, 11, 9
Cc1ccc(CC(=O)NCCCn2ccnc2)cc1
→ 2, 16, 1, 18, -3, -2, 15, -5, 1.6, -6, 8
CCOC(=O)C(Cc1ccccc1)C(=O)Nc1cccc2ccccc12 (stereo not given)
→ 0, 2, -7, 7, 10, 13, 9, -1, -1.6, -11, -8
O=C1c2ccccc2S(=O)(=O)N1Cc1nc2ccccc2s1
→ -1, 38, -21, 93*, -1, 39, 67*, 76*, -4.2, 1, 70*
O=C(N/N=C/c1ccccc1O)c1ccc2c(c1)OCO2
→ -2, 45, -80, -118, -2, 47, -256, 5, -0.9, -11, -10
CCCN(C(=O)c1cc(-c2ccco2)nc2ccccc12)c1c(N)n(Cc2ccccc2)c(=O)[nH]c1=O
→ -2, 2, -9, 7, -12, 3, 13, -4, 0.8, 5, 7
CCCC(=O)OCC(=O)Nc1cc([N+](=O)[O-])ccc1OC
→ -4, 3, 6, -2, 7, 0, 8, 0, -0.9, 2, -3

The results go on.
The line under a structure holds: NR2E3 ag-1, TRAIL sens C8, NR2E3 ag-2, Peg3 promoter, KKLEB tox, Shn3 3UTR inh, HIF-2a inh, LMP1 NFkB inh, hiPSC survival, CF NFkB inh, TRPM1 prom inh
Cc1cc(C)c2nc(N3CCC(C(=O)N4CCN(C(=O)c5ccco5)CC4)CC3)sc2c1
→ 3, 11, -20, 7, -1, 17, -5, -7, 3.6, 12, 5
CO[C@H](C(=O)N(C)C[C@@H]1OCc2ccccc2-c2c(n(C)c3ccccc23)C(=O)N([C@H](C)CO)C[C@@H]1C)c1ccccc1
→ /, 4, 8, 5, 1, 8, 12, -8, 6.6, -5, /
COc1ccc(CC(=O)OCC(=O)Nc2ncc(Cl)cc2Cl)cc1OC
→ 2, -11, 23, 9, 2, -11, 14, -5, -2.8, 11, 13
CCCN1CCc2c(sc(NC(=O)CCS(=O)(=O)c3ccccc3)c2C(N)=O)C1
→ 2, -8, 1, 12, 3, 11, 6, 5, 0.4, 9, -9
COC(=O)c1c(NC(=O)/C=C/C(=O)O)sc(C)c1-c1ccc(C(C)C)cc1
→ 10, 5, 8, 32, -16, -4, 12, -15, 0.5, 12, 13
Cc1ccc(-n2nc3c(c2NC(=O)c2ccc4c(c2)OCO4)CSC3)cc1
→ -1, -6, -20, 27, 7, 3, -3, -4, -2.2, -6, 1
O=C(COC(=O)C1CCN(c2ccc(C(F)(F)F)cn2)CC1)NC1CCCCC1
→ -2, -5, -5, -7, -3, 4, 4, -4, 1.3, 4, -11
COc1ccc(-c2cc3c(=O)n(CC(=O)N4CCCC4)ncn3n2)cc1
→ 2, 11, -23, -35, 11, -29, -11, -5, -0.7, -25, -16
CC(C)n1nc(C(=O)OCC(=O)N2CC(=O)Nc3ccccc32)c2ccccc2c1=O
→ -2, -12, -32, 7, 5, -4, 12, 5, 0.0, 4, 15
C/C(=N\NC(=O)COc1ccccc1[N+](=O)[O-])c1cccc(NC(=O)c2ccncc2)c1
→ 0, 31, -20, 45, 15, 2, -47, -5, 0.8, -37, -28
C=C(C)C1CC=C(C)/C(=N/NC(=O)c2ccc(NC(=O)CC)cc2)C1 (stereo not given)
→ -1, -8, -7, 8, 2, 13, 13, -3, 0.1, -2, 19
Cn1c(=O)c2c(nc(CN3CCN(c4ccccc4)CC3)n2Cc2ccccc2Cl)n(C)c1=O
→ /, 15, -17, 24, 8, 6, 2, 15, 0.7, -2, 11
CC(=O)C1[C@H](N(C)C)CC2C3CC=C4CC(O)CC[C@]4(C)C3CC[C@@]21C (stereo not given in full)
→ -1, -6, 1, 0, -8, -8, 29, 0, -0.8, 3, -5
COc1ccccc1Nc1nc(N)nc(CN2CCC(Cc3ccccc3)CC2)n1
→ 0, -2, -14, -5, -4, 5, 18, 3, 1.1, -3, 7
Cc1[nH]c2ccccc2c1C(=O)C(C)OC(=O)c1ccccc1NCCO (stereo not given)
→ -5, 20, -51, -75, -1, -19, -31, -11, 0.8, -2, 2
COc1ccc(S(=O)(=O)CC(=O)c2cc(C)c(O)c(C)c2)cc1
→ 3, 0, 2, 3, -1, 9, 7, 16, -0.3, 0, -6
O=C(NC1CCCCC1)C1CCCN(S(=O)(=O)c2cccs2)C1 (stereo not given)
→ -3, 8, -2, 19, -6, 8, 7, -1, 0.2, 15, -2
O=C(CCC(=O)Nc1ccc(F)cc1)N/N=C/c1ccccc1
→ 1, 5, -21, 9, -2, -5, 15, 4, -0.8, 1, -2
Cc1ccc(Nc2nc(N)nc(CCl)n2)cc1
→ 4, 93*, -2, -110, -20, -98, -97, -35, -0.6, 45, -40
CC1(C(=O)Nc2cccc(Oc3ccccc3)c2)CCN1Cc1cccc2c1OCO2 (stereo not given)
→ /, -4, 16, 14, -20, 20, 14, /, -1.9, 3, /
COc1ccc(CN(C)S(=O)(=O)c2nnc(NC(=O)c3ccccc3OC)s2)cc1OC
→ -1, 0, 6, 7, -16, 24, -11, 7, -0.4, 16, 12
COc1ccc(/C=c2\sc3nc(-c4ccccc4)c(-c4ccccc4)n3c2=O)cc1OC
→ 2, -14, -30, -19, 24, 2, -9, 9, -2.1, -7, 1
COc1cccc(NC(=O)COC(=O)CNS(=O)(=O)c2c(F)cccc2F)c1
→ -4, 5, -22, -11, -11, -15, -3, 0, 0.1, 11, 6
O=C(COC(=O)/C=C/c1cccc(F)c1)NC1CC1
→ /, -9, 3, -3, 10, -2, 1, -8, -0.2, -5, -6
CC(=O)c1ccc(N2CC(C)(C)C2=O)cc1
→ 3, 6, -10, -21, 6, 11, -10, 10, -0.5, -6, 1

Some of the compounds tested; the hit share may differ from the screen's.
